Compound activity from PubChem.
TcdB inh: inhibitors of Clostridioides difficile toxin B glycohydrolase; TcdB glycohydrolase enzymatic assay, plate reader; P18177; 0.24% of 350,000 active; AID 652162; inhibition, % at 9.99 µM; in the data active = inhibition above about 10%
Target sequence (P18177 whole entry, looked up): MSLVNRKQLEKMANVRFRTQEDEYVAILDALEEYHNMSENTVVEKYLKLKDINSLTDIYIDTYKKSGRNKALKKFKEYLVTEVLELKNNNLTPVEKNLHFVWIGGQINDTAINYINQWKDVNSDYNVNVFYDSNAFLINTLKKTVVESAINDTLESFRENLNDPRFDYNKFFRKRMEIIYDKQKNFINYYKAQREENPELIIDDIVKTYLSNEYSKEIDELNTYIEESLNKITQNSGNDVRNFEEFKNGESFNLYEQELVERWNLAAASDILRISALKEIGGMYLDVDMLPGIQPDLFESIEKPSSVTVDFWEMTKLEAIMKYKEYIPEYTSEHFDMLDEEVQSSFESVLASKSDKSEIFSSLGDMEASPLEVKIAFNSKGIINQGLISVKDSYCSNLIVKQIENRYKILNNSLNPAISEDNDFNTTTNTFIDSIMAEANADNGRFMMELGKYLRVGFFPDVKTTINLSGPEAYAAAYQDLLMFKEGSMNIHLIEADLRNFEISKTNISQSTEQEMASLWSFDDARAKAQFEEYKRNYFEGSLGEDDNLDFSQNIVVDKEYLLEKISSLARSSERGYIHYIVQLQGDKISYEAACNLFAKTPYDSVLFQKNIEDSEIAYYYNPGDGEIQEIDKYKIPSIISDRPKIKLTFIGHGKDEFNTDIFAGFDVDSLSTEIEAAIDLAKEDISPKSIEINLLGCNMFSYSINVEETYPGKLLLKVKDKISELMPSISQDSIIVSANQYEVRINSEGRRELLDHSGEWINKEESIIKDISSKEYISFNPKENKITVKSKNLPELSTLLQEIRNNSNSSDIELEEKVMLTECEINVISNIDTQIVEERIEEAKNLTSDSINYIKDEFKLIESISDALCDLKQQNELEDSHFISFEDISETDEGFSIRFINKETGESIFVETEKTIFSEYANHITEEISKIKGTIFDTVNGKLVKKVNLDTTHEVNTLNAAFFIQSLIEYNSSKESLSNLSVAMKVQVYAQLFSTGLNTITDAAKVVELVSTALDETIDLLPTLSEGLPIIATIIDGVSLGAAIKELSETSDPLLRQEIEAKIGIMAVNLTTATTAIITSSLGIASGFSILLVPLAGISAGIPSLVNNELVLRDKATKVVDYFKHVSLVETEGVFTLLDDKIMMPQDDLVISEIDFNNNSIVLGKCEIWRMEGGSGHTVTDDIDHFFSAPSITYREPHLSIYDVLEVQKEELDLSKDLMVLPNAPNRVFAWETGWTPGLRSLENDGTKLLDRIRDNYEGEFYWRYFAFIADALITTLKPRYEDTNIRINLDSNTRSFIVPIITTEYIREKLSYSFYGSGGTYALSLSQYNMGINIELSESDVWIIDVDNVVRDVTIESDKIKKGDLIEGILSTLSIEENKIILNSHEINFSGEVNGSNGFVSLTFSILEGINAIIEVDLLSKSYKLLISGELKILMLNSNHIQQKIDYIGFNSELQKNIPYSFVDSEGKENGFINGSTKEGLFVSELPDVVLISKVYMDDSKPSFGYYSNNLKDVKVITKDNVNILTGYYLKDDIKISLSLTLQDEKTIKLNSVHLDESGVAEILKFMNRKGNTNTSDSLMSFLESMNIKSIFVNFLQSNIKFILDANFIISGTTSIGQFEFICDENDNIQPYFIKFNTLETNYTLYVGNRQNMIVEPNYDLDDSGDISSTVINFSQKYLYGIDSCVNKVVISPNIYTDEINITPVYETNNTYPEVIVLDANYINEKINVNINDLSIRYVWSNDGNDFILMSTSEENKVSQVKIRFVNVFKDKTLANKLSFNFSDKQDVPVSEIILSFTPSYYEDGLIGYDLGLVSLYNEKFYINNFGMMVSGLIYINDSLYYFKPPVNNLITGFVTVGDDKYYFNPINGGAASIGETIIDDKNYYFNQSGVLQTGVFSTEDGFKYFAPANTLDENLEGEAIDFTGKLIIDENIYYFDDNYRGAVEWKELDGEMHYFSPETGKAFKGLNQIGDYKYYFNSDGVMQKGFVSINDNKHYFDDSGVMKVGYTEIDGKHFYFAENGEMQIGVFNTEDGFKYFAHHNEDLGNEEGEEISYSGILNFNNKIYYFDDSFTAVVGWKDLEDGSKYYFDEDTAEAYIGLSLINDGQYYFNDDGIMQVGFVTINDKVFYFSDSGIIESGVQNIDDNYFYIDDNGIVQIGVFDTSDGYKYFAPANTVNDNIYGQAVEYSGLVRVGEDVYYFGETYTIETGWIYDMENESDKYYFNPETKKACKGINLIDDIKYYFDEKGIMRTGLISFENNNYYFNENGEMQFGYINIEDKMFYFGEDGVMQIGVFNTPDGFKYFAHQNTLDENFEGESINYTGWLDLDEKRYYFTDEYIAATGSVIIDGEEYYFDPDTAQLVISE
CCHF vOTU inh: CCHFV vOTU protease inhibition. Pep-AMC fluorescence. inhibition, % at 11.5 µM. 0.55% of 370,000 active. AID 651958; in the data active = inhibition above about 30%; note: 0% = vehicle wells with enzyme and 100% = no enzyme wells
Vc quorum ag: inducers of Vibrio cholerae quorum light production without autoinducers; V. cholerae BH1578 lux reporter, luminescence, 6 h; activation, % at 18.7 µM; 0.16% of 350,000 active; AID 588436; in the data active = activation mostly above about 9.7%, no sharp cut-off; inconclusive = no clear call, values can overlap the other calls; inactive = mostly below about 3.7%; note: not every result past the cut was called active; inactives centre near 0; reference of the scale not given here
PriA SSB inh: blocks PriA binding to SSB C-terminal tail; AlphaScreen SSBct-PriA binding, biotinylated peptide; inhibition, % at 33 µM; 0.6% of 430,000 active; in the data active = inhibition mostly above about 37%, no sharp cut-off; inactive = mostly below about 20%;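 note: plate controls were negative control peptide for no effect and reference peptide for full effect; strong numbers were not always called active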
3CLpro inhibitor: SARS-CoV 3CLpro protease inhibition; recombinant SARS-CoV 3CLpro, quenched FRET peptide cleavage; inhibition, % at 6 µM; 0.14% of 290,000 active; P0C6X7; in the data active = inhibition above about 12%
PfHsp40 rescue: restores yeast growth despite PfHsp40 toxicity; growth rescue, % at 12.5 µM; AID 504582; S. cerevisiae expressing PfHsp40, growth rescue, ATP luminescence; 0.68% of 340,000 active; in the data active = growth rescue above about 28%, passing the limit was not always enough; inconclusive = no clear call, values can overlap the other calls;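 note: yeast W303a lacking pdr1 and pdr3 grown in galactose medium; growth measured after three days at 30 °C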
DUSP3 inh: inhibitors of human VHR1 phosphatase (DUSP3); recombinant VHR phosphatase, pNPP absorbance; inhibition, % at 13.3 µM; 0.52% of 290,000 active; AID 1654; in the data active = inhibition above about 50%; note: some compounds called inactive have numbers as strong as hits
Y pestis TopoI: blocks Yersinia pestis topoisomerase I activity | Y. pestis Topo-I cleavage product accumulation, plate reader | activity, % at 10 µM | 0.064% of 360,000 active | AID 504884; in the data active = activity above about 50%, passing the limit was not always enough; inconclusive = no clear call, values can overlap the other calls; note: inactives centre near 2
Anthrax LF prot: inhibitors of Bacillus anthracis lethal factor protease; inhibition, % at 10 µM; multiplex microsphere protease cleavage assay, LF; 0.12% of 360,000 active; AID 588501; P15917; note: plate controls were buffer without enzyme for full effect and enzyme alone for no effect
BoNT-A LC inh2: blocks Botulinum neurotoxin A light chain protease; AID 588499; inhibition, % at 10 µM; multiplex microsphere protease substrate cleavage, flow cytometry; 0.17% of 360,000 active; note: plate controls were buffer without enzyme for full effect and enzyme alone for no effect
Active calls of the source: *; i = inactive; ? = inconclusive; · = no result given. Cut-off read from the data, not from the text of the source, unless noted: active = inhibition above about 30%; inconclusive = no clear call, values can overlap the other calls; inactive = below that.

Values run as follows: TcdB inh | CCHF vOTU inh | Vc quorum ag | PriA SSB inh | 3CLpro inhibitor | PfHsp40 rescue | DUSP3 inh | Y pestis TopoI | Anthrax LF prot | BoNT-A LC inh2
- COc1ccc(S(=O)(=O)N(CC(=O)NCC2CCCO2)C2CCCCC2)cc1OC (stereo not drawn)
→ -0.1 | 3 | -0.4 | 1 | 0 | 0.2 | 14 | -8 | -1 | -2.0
- COC(=O)c1cc(OC)c(OC)c(OC)c1NC(=O)c1ccc(S(=O)(=O)N(C)C)cc1
→ · | 3 | -0.3 | 7 | 9 | -0.6 | 18 | -6 | 0 | -2.9
- N=C1C(c2nc3ccccc3s2)=C(O)CN1C1CCC(O)CC1 (stereo not drawn)
→ -2.5 | -4 | · | 2 | 6 | · | -3 | · | · | ·
- CCCCn1c(SCC(=O)NC2CCCC2)nnc1-c1ccco1
→ 0.7 | 4 | i | 11 | -4 | -0.9 | 3 | 8 | 0 | -2.7
- COc1cccc(NC(=O)c2ccc3c(c2)N(C)CCS3)c1
→ 3.7 | -9 | i | 2 | -2 | 3.3 | 17 | 1 | -1 | -0.5
- COc1ccccc1N1C(=O)[C@@H]2C(C(=O)CN3C(=O)c4ccccc4C3=O)=NN[C@@H]2C1=O
→ -11 | -6 | 1.4 | -3 | -3 | · | 9 | -10 | 4 | 0.9
- O=C(NN=Cc1ccccc1C(=O)O)c1cccc(S(=O)(=O)Nc2cccc(C(F)(F)F)c2)c1
→ 2.2 | 10 | 2.1 | 4 | · | 1.1 | · | -5 | -2 | 0.3
- C=CCOc1ccc(C2C(C(=O)c3ccco3)=C(O)C(=O)N2CCCN(CC)CC)cc1 (stereo not drawn)
→ · | 10 | -0.3 | 3 | 3 | 1.2 | 26 | -3 | 0 | -0.7
- CCOc1ccc(NC(=O)c2ccc3c(c2)N(Cc2ccc(F)cc2)C(=O)CS3=O)cc1 (stereo not drawn)
→ 2.4 | 5 | -0.5 | -1 | -4 | 1.2 | 24 | 11 | -1 | -0.6
- O=c1nccc(N/N=C/c2ccccc2O)[nH]1
→ 1.9 | 11 | i | · | -2 | 0.2 | 24 | -1 | -8 | -2.2
- CN(C)CCN(C(=O)c1ccc(S(=O)(=O)N(C)c2ccccc2)cc1)c1nc2cc3c(cc2s1)OCO3
→ 1.6 | -2 | i | 36* | -3 | 2.0 | -2 | 4 | -2 | 0.9
- O=C(NCc1ccccn1)c1cccc(NS(=O)(=O)c2ccc(Br)cc2)c1
→ 2.5 | 7 | i | 13 | · | 0.5 | · | -2 | 3 | -2.5
- COc1ccc(NC(=S)N2CCC(NC(=O)c3cccc(F)c3)CC2)cc1
→ 1.1 | -6 | i | -5 | -3 | -0.1 | 26 | 4 | 0 | -1.7
- CCCN(CCC)CCCNC(=O)CC(C(=O)N1CCc2ccccc21)n1ccnc1 (stereo not drawn)
→ · | -14 | i | 6 | 1 | 0.5 | 7 | -3 | -2 | 4.2
- COc1cccc(-c2cnc(C(O)c3ccccc3OC)[nH]2)c1 (stereo not drawn)
→ 1.0 | 7 | i | · | · | · | · | 0 | -2 | 0.0
- Nn1c(COc2ccc(Cl)cc2)nc2ccccc2c1=O
→ 2.4 | 0 | -0.5 | -4 | 4 | 3.5 | -6 | 0 | -3 | 1.0
- Cc1cccc(C)c1NC(=O)CN(C)CC(=O)Nc1ccc(C#N)c(Cl)c1
→ · | 7 | -0.3 | 3 | -3 | -0.9 | 2 | -9 | -1 | 0.7
- COc1ccc(-c2[nH][nH]c(=O)c2NC(=O)c2ccc(C)cc2)cc1
→ -14 | 10 | · | · | · | · | · | · | 5 | -0.5
- Cc1ccc(S(=O)(=O)N2CN(CC3CCCO3)c3nc4ccccc4nc32)cc1 (stereo not drawn)
→ 0.6 | -14 | i | -8 | -4 | -0.2 | 15 | 15 | -1 | 1.0
- COc1cc2c(cc1OC)CN(C(=O)c1cc(S(=O)(=O)N3CCOCC3)ccc1C)CC2
→ -0.3 | -1 | i | -17 | · | 0.3 | · | -4 | 1 | 4.8
- O=C(NCc1ccco1)C(=O)NCC1OCCN1S(=O)(=O)c1ccc(F)cc1 (stereo not drawn)
→ 0.6 | 8 | -0.4 | 5 | 1 | -1.0 | 0 | 1 | 2 | -0.2
- O=C(/C=C/c1ccccc1)OCN1C(=O)c2ccccc2C1=O
→ 1.6 | -2 | i | -11 | 1 | -0.9 | · | 4 | 14 | -7.0
- CCOc1ccc(C2c3[nH]c4ccccc4c3CCN2C(=O)Cn2cncn2)cc1 (stereo not drawn)
→ 1.9 | 3 | i | 8 | 3 | -0.3 | 3 | 30 | -7 | 1.2
- COc1cc(NC(=O)Nc2cccc(Cl)c2)c(OC)cc1NC(=O)CN1CCCCC1
→ · | 5 | 12 | 50* | -7 | -1.6 | 8 | -29 | -1 | 0.0
- N#Cc1ccc(OC(=O)Cc2ccsc2)cc1
→ -4.5 | -3 | i | -11 | 0 | -0.5 | -4 | 2 | 4 | -0.1
- COC(=O)c1sccc1NC(=S)N1CCCC(C)C1 (stereo not drawn)
→ · | -1 | -2.9 | 5 | 3 | 0.5 | 15 | -1 | -1 | 0.6
- O=C(NC1CC2CCCC(C1)N2C(=O)Nc1ccccc1)C1CC1 (stereo not drawn)
→ 0.1 | 2 | -0.2 | 3 | -1 | -0.9 | 7 | 0 | -4 | -0.7
- C=C(C)CN1C(=O)C2(OCCO2)c2cc(Br)ccc21
→ 1.6 | -11 | -0.1 | -7 | · | · | · | 10 | -5 | 0.5
- Cc1cc(C)n2nc(C(=O)OCC(=O)c3cc(C)n(C)c3C)nc2n1
→ · | 4 | i | 4 | 1 | -0.8 | 18 | -8 | -1 | -0.4
- COC(=O)C1=C(C)NC(C)=C(C(=O)OC)C1C(=O)OCc1nc2cc(C(=O)OC)ccc2c(=O)[nH]1
→ -1.5 | 3 | -0.7 | -9 | · | 1.9 | · | 4 | · | ·

Fetched by structure from above:
Values run as follows: TcdB inh | CCHF vOTU inh | Vc quorum ag | PriA SSB inh | 3CLpro inhibitor | PfHsp40 rescue | DUSP3 inh | Y pestis TopoI | Anthrax LF prot | BoNT-A LC inh2
- N=C1C(c2nc3ccccc3s2)=C(O)CN1C1CCC(O)CC1 (stereo not drawn)
→ -2.5 | -4 | · | 2 | 6 | · | -3 | · | · | ·
- COC(=O)c1cc(OC)c(OC)c(OC)c1NC(=O)c1ccc(S(=O)(=O)N(C)C)cc1
→ · | 3 | -0.3 | 7 | 9 | -0.6 | 18 | -6 | 0 | -2.9

Following part:
Values run as follows: TcdB inh | CCHF vOTU inh | Vc quorum ag | PriA SSB inh | 3CLpro inhibitor | PfHsp40 rescue | DUSP3 inh | Y pestis TopoI | Anthrax LF prot | BoNT-A LC inh2
- COCCOC(=O)C1=C(C)N=C2SCCC(=O)N2C1c1ccc(OC(=O)c2ccco2)cc1 (stereo not drawn)
→ · | 2 | -0.5 | 1 | -4 | -0.1 | 40 | -1 | 3 | 0.7
- O=C(Cc1ccc(NC(=O)C2CCCN(C(=O)CCc3ccccc3)C2)cc1)Nc1ccc(C(=O)N2CCOCC2)cc1 (stereo not drawn)
→ -7.5 | 23 | 1.4 | -5 | · | -0.2 | · | 23 | 4 | -0.2
- C[C@H]1CCC[C@@H](O)CCC/C=C/c2cc(O)cc(O)c2C(=O)O1
→ · | -8 | -1.4 | -4 | 0 | -0.2 | 24 | -5 | -4 | -2.9
- Cc1cc(C)c(S(=O)(=O)NN=C2c3ccccc3[C@H]3Cc4csc[n+]4[C@@H]23)c(C)c1
→ 0.8 | 83* | · | · | · | · | · | · | -10 | 1.8
- Cc1cc(NC(=O)CSCCc2ccncc2)no1
→ 0.7 | -3 | -0.1 | -2 | 0 | -0.5 | 0 | 2 | 5 | 0.2
- CCOC(=O)Cc1csc(NC(=O)C(C)(C)CC)n1
→ 1.1 | 7 | -6.2 | -15 | -6 | -0.2 | 25 | -9 | 10 | 1.9
- COc1cc(OC)cc(C(=O)NC(C(=O)NNC(=O)c2ccc(C)cc2)C(C)C)c1 (stereo not drawn)
→ 1.9 | 5 | i | 2 | · | -1.4 | · | 1 | 3 | 1.4
- O=C(c1cccc(F)c1)N1CCN(Cc2ccco2)CC1
→ · | 4 | -0.4 | -20 | 2 | 1.4 | 21 | -5 | 0 | -0.3
- O=c1cc(CNC2CCCCC2)c2ccccc2[nH]1
→ · | 22 | -1.3 | -3 | -2 | 0.0 | -4 | 0 | 7 | -0.5
- O=C(O)c1ccc([N+](=O)[O-])c([N+](=O)[O-])c1
→ 3.8 | -2 | i | -17 | · | -1.8 | · | 2 | -2 | -0.5
- CCc1nc(SCC(=O)NC2CC2)c2c(C)c(C)sc2n1
→ 3.8 | 2 | i | -9 | -2 | 1.5 | 10 | 5 | -2 | -2.5
- O=C(c1ccccc1)N(CCCn1ccnc1)C(c1ccccc1)c1nc2ccccc2[nH]1 (stereo not drawn)
→ 0.2 | 5 | · | · | · | · | · | · | -6 | -1.3
- CC1(C(=O)Nc2cccc(NS(C)(=O)=O)c2)CCN1Cc1ccccc1OC(F)F (stereo not drawn)
→ 2.2 | 13 | -0.6 | · | · | · | · | 16 | -5 | -0.3
- Cc1nc(Cl)cc(CS(=O)(=O)c2ccc(Cl)cc2)n1
→ 0.5 | 0 | 1.0 | -1 | 4 | -1.0 | 16 | 6 | -8 | -1.0
- OC(Cn1nnc2ccccc21)Cn1c(C(F)(F)F)nc2ccccc21 (stereo not drawn)
→ · | 12 | i | -1 | 0 | 2.0 | 21 | -3 | 0 | 0.1
- COC(=O)C1(O)CC(C(C)C)=NN1C(=O)c1ccc(Cl)cc1 (stereo not drawn)
→ · | -3 | -1.6 | -2 | -1 | 2.2 | 14 | -1 | -2 | 0.4
- N#CCCn1cc(C(=O)Nc2ccc(F)cc2)c(-c2ccc([N+](=O)[O-])cc2)n1
→ -0.6 | -2 | -0.1 | -7 | 0 | 0.2 | 17 | 0 | -10 | 0.1
- Cc1c(C)c(C)c(S(=O)(=O)N2CCNCC2)c(C)c1C
→ 1.8 | -2 | -0.6 | -2 | 1 | 0.0 | 0 | -11 | 3 | -0.2
- COC(=O)CC1C(=O)NCCN1Cc1cn(-c2ccc(C)cc2)nc1-c1cccc(C)c1 (stereo not drawn)
→ 4.5 | -1 | i | 3 | 4 | -1.4 | 34 | -4 | -3 | 0.4
- CN1CC(O)(C(O)C(O)C(O)CO)SC1=S (stereo not drawn)
→ 0.0 | -19 | -0.7 | · | · | · | · | 3 | -1 | 0.2
- COc1cccc(CNC(=O)c2ccc(OCC(=O)N3CCOCC3)c(OC)c2)c1
→ 0.3 | -4 | 0.7 | -8 | · | -1.3 | · | 2 | ? | 6.5
- COc1ccccc1CNC(=O)Cn1cc2c(n1)CCCC2
→ 0.9 | 0 | -0.2 | 1 | 1 | -0.9 | 15 | -5 | -8 | -0.5
- CCOc1ccccc1C(c1c(O)nc(SC)[nH]c1=O)c1c(O)nc(SC)[nH]c1=O
→ -1.5 | -5 | -0.4 | -14 | · | · | · | -3 | ? | -1.2
- CC(=O)Nc1ccc(NC(=O)c2ccc(C3SCC(=O)N3CCc3ccccc3)cc2)cc1 (stereo not drawn)
→ · | 9 | -0.6 | -6 | -2 | 4.1 | -13 | 2 | -1 | 1.9
- CCCCC(=O)NC(c1ccc(Cl)cc1Cl)c1ccc2cccnc2c1O (stereo not drawn)
→ 0.2 | -7 | -1.7 | -11 | 7 | -1.2 | 20 | 5 | -7 | -0.9
- CN(Cc1ccc(Cl)c(Cl)c1)C(=O)CN1C(=O)NC2(CCCC2)C1=O
→ 1.1 | -3 | i | -6 | · | -0.3 | · | -5 | 1 | -1.1
- CC1CCc2c(sc(NC(=O)c3ccc(Cn4cc(Br)cn4)o3)c2C(N)=O)C1 (stereo not drawn)
→ · | -3 | i | -12 | 0 | -0.2 | -1 | 2 | 3 | 0.3
- CCC(=O)N(CC(=O)Nc1sc(C)c(C)c1C(N)=O)Cc1ccc(F)cc1
→ 1.1 | 0 | -0.3 | -1 | 5 | -0.2 | 7 | -13 | -3 | 0.0

A portion of the library, so the mix of outcomes need not match the whole.
